Pf growth 96h – P. falciparum growth inhibition at 96 hours; Potency, µM (doses to about 28.7 µM), without a hit: at the highest dose activity change, negative = inhibition, hits mostly inhibitors; P. falciparum luciferase reporter growth, 96 h; AID 504834; 320,000 tested, 6.9% active; also: potency is read from the fitted curve at half-maximal effect; % is scaled to controls: 0 for no effect and ±100 for the full control effect
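Erythrocytes infected with luciferase-expressing P. falciparum were dispensed at 2% hematocrit and 0.05% parasitemia (final), then incubated with compounds 96 hours at 37 C in 5% CO2. Luminescence after detection reagent addition reported growth.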
Cycloheximide cs – counter-screen hit for Shiga toxin inhibitors, cycloheximide; cell reporter, cycloheximide protein synthesis inhibition counterscreen; max response, %; 300,000 tested, 12% active; AID 2314; in the data active = max response mostly above about 13%, no sharp cut-off; inactive = mostly below about 14%; also: read at 38.3 µM for the half of the compounds with a filed dose; 0% is about no effect
Giardia FBPA inh – Giardia lamblia aldolase inhibition; 290,000 tested, 0.71% active; purified Giardia FBPA; A8B2U2; Potency, µM (titrated, usually from 59.6 µM), inactives show top-dose activity, negative = inhibition, hits mostly inhibitors; also: potency is read from the fitted curve at half-maximal effect; % is scaled to controls: 0 for no effect and ±100 for the full control effect; nearly all actives have a fitted effect of over 55% in size
Target sequence (A8B2U2 whole entry, looked up): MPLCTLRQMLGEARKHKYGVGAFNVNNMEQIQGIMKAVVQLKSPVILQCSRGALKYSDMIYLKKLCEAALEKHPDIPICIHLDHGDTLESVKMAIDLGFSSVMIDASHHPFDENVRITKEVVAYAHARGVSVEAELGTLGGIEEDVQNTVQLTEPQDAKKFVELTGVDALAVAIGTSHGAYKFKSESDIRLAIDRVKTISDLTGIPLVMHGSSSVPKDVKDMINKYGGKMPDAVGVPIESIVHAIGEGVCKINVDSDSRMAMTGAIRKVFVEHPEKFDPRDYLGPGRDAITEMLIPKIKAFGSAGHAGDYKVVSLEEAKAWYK
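40 nM FBPA preincubated 10 min at RT with compound (up to 57.5 uM final), then substrate plus GAPDH/TPI/NAD/arsenate coupling and diaphorase/resazurin added. Fluorescence read after 20 min at RT, 525/598 nm.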
Shiga toxin inh – Shiga toxin inhibition. 290,000 tested, 9.2% active. inhibition, % at 38.7 µM. Vero cells, Shiga toxin protein synthesis inhibition reporter; in the data active = inhibition mostly above about 28%, no sharp cut-off; inactive = mostly below about 43%; also: 0% is about no effect
HCV inh – inhibitors of hepatitis C virus infection. Huh7.5.1 HCVcc-Cre infection, luciferase reporter, 44 h. Potency, µM (titrated, usually from 41.8 µM), inactives show at the highest dose activity change, negative = inhibition, usual class: inhibitors. 340,000 tested, 3.4% active; also: potency is read from the fitted curve at half-maximal effect; % is scaled to controls: 0 for no effect and ±100 for the full control effect
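Seed cells (1,000/well) for 4 h; treat with compound and infect with HCVcc-Cre, moi about 0.5. Incubate 44 h, then detect luciferase activity.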
Pf growth 48h – inhibits P. falciparum growth in the first generation, 48 h; AID 504832; Potency, µM (top dose mostly 28.7 µM), inactives show at the top dose activity change, negative = inhibition, most hits filed as inhibitors; 310,000 tested, 5.9% active; P. falciparum luciferase growth in erythrocytes, 48 h; also: potency is read from the fitted curve at half-maximal effect; % is scaled to controls: 0 for no effect and ±100 for the full control effect
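Growth was read as firefly luciferase luminescence after a 48 h, 37 C, 5% CO2 exposure of compounds to reporter-bearing P. falciparum cultures (0.1% parasitemia, 2% hematocrit final) in Albumax-supplemented RPMI 1640.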
* hit, by the source's call; [ ] = another dose, or the depositor's remark. Unless noted, calls follow the shape of the dose curve; as a rule, active = well fitted curve in the direction sought with a large enough effect; inconclusive = small, poorly fitted or top-dose-only effect, or another doubt; inactive = no such curve, though single readings can be large; an effect the other way counts as inactive or inconclusive.

`O=C(CSc1ncnc2c1oc1ccccc12)NC1CCCC1` gave Pf growth 96h 20%, Cycloheximide cs 13*, Giardia FBPA inh 6%, Shiga toxin inh -6, HCV inh -11% and Pf growth 48h 23%.
Screening CC1CCN(CCc2nc3cc(NC(=O)C(C)C)ccc3n2C)CC1 returned Pf growth 96h 22%, Cycloheximide cs -1, Giardia FBPA inh inconclusive, Shiga toxin inh -8, HCV inh inconclusive and Pf growth 48h 21%.
`COc1ccc(C(=O)Nc2nc(CC(=O)NCCc3ccccc3)cs2)cc1` gave Pf growth 96h 31%[activator], HCV inh 10µM* and Pf growth 48h 16%.
For CCOc1ccc2nc(NC(=O)CSc3nc4c(c(=O)n(C)c(=O)n4C)n3CC)sc2c1 the results were Cycloheximide cs -7, Giardia FBPA inh 6%, Shiga toxin inh -8, HCV inh 4µM* and Pf growth 48h 9%.
`Cc1ccc(-n2ncc3c2CC(C)(C)CC3NC(=O)CCc2ccc(=O)[nH]n2)cc1` (stereo not drawn) gave Pf growth 96h 13µM*, Cycloheximide cs 6, Giardia FBPA inh 7%, Shiga toxin inh 12, HCV inh 8% and Pf growth 48h 5%.
O=c1c2ccc([N+](=O)[O-])cc2ncn1Cc1ccccc1C(F)(F)F was read as Pf growth 96h inconclusive, Cycloheximide cs -3, Giardia FBPA inh 2%, Shiga toxin inh -3, HCV inh -6% and Pf growth 48h -13%.
`Cc1cccc(NC(=O)COC(=O)Cc2c[nH]c3ccccc23)c1C` gave Pf growth 96h -12%, Cycloheximide cs 0, Giardia FBPA inh 5%, Shiga toxin inh -1, HCV inh -1% and Pf growth 48h inconclusive.
Nc1c(C(=O)NCCN2CCOCC2)c2nc3ccccc3nc2n1-c1cccc(F)c1 was read as Pf growth 96h inconclusive, Cycloheximide cs -1, Giardia FBPA inh -11%, Shiga toxin inh -11 and HCV inh inconclusive.
`Cc1ccn2cc(C(=O)N3CCN(c4cnn(-c5ccccc5)c(=O)c4Cl)CC3)nc2c1` gave Pf growth 96h 22%, HCV inh -8% and Pf growth 48h inconclusive.
For O=C(CCSCc1cccc(F)c1)NCc1ccc(F)cc1 the results were Pf growth 96h inconclusive, Cycloheximide cs -1, Giardia FBPA inh 12%, Shiga toxin inh -11, HCV inh 13% and Pf growth 48h 5%.
For Cc1c(C(=O)NCC2CCCO2)oc2c(Cl)cccc12 (stereo not drawn) the results were Pf growth 96h 42%[activator], HCV inh inconclusive and Pf growth 48h 9%.
`O=C(CSc1nc2ccccc2c(=O)n1-c1ccccc1Cl)Nc1cccc(S(=O)(=O)N2CCOCC2)c1` gave Pf growth 96h 0%, Cycloheximide cs -3, Giardia FBPA inh 1%, Shiga toxin inh 19, HCV inh inconclusive and Pf growth 48h inconclusive.
CCOC(=O)C1=C(N)c2ccccc2CC1C(C)C (stereo not drawn) was read as Pf growth 96h 56%[activator], Cycloheximide cs -3, Giardia FBPA inh -10%, Shiga toxin inh -16 and HCV inh -7%.
CCCCCCOc1ccc(N2C(=O)CC(N3CCN(CCN=CC4=C(O)CC(C)(C)CC4=O)CC3)C2=O)cc1 (stereo not drawn) was read as Pf growth 96h -20%, Cycloheximide cs -2, Giardia FBPA inh 0%, Shiga toxin inh 7, HCV inh 17% and Pf growth 48h inconclusive.
Screening CC1(C)C(=O)Nc2ccccc2N1C(=O)COc1ncnc2ccccc12 returned Pf growth 96h 5%, Cycloheximide cs 1, Giardia FBPA inh -1%, Shiga toxin inh -8, HCV inh 17% and Pf growth 48h 3%.
Cc1cccc(-c2c3c(=O)n(C)c(=O)n(C)c3cn2CC2CCCO2)c1 (stereo not drawn) was read as Pf growth 96h -1%[5.75 µM], Cycloheximide cs -1, Giardia FBPA inh 0%, Shiga toxin inh -10, HCV inh -15% and Pf growth 48h -12%.
CCOCCCNC1=C(Cl)C(=O)c2ccccc2C1=O was read as Pf growth 96h inconclusive, Cycloheximide cs 36*, Giardia FBPA inh -24%, Shiga toxin inh 72*, HCV inh -13% and Pf growth 48h 3.7µM*.
Screening CCOCCCNC(=O)c1ccc(OC(C)=O)cc1 returned Cycloheximide cs 1, Giardia FBPA inh 6%, Shiga toxin inh -7, HCV inh 12% and Pf growth 48h 9%.
O=C(NC(=S)Nc1ccccc1N1CCN(C(=O)c2ccccc2)CC1)c1cccs1 was read as Pf growth 96h inconclusive, Cycloheximide cs -3, Giardia FBPA inh -11%, Shiga toxin inh -7, HCV inh -5% and Pf growth 48h inconclusive.
O=C(Oc1ccc(N2C(=O)CCC2=O)cc1)c1ccccc1Cl was read as Pf growth 96h 17%, Cycloheximide cs -2, Giardia FBPA inh -1%, Shiga toxin inh 11, HCV inh 7% and Pf growth 48h 0%.
For Cc1ccc(-c2cc(C3C4C=CCC(C)C4C(=O)N3Cc3ccccc3)ccc2F)cc1 (stereo not drawn) the results were Cycloheximide cs 7, Giardia FBPA inh -2% and Shiga toxin inh 6.
Screening COc1ccc2nc(N3C(=O)C(O)=C(C(=O)c4ccco4)C3c3ccccc3OC)sc2c1 (stereo not drawn) returned Pf growth 96h inconclusive, Cycloheximide cs -11, Shiga toxin inh -2, HCV inh 2% and Pf growth 48h -1%.
`COC(=O)c1ccc(-c2n[nH]c(=O)c3ccccc23)cc1` gave Pf growth 96h inconclusive, Cycloheximide cs -2, Giardia FBPA inh 6%, Shiga toxin inh -7, HCV inh 2% and Pf growth 48h 9%.
For O=C(COC(=O)CCSc1ccc(Cl)cc1)NCCc1ccccc1 the results were Pf growth 96h -3%, Cycloheximide cs -2, Giardia FBPA inh 1%, Shiga toxin inh -9, HCV inh 24% and Pf growth 48h 4%.
`COC(=O)C1=C(c2cccc(OCc3ccccc3)c2)C[C@@H]2CC[C@H]1N2C(=O)NCCOc1ccccc1Cl` gave Pf growth 96h inconclusive, HCV inh inconclusive and Pf growth 48h 13µM*.
Cc1cc(C(=O)Nc2cc(Br)ccc2O)on1 was read as Pf growth 96h 6%, Cycloheximide cs 4, Giardia FBPA inh -10%, Shiga toxin inh 6, HCV inh -5% and Pf growth 48h 5.2µM*.
For CN(CCOC(=O)c1ccc2c(c1)OCO2)C(C)(C)C the results were Pf growth 96h 16%, Cycloheximide cs 7, Giardia FBPA inh -1%, Shiga toxin inh 15, HCV inh -9% and Pf growth 48h -12%.
For CCNC(=O)C(CC(C)C)NC(=O)C(CO)NC(=O)C1CCC(=O)N1 (stereo not drawn) the results were Pf growth 96h 45%[activator], Cycloheximide cs -3, Giardia FBPA inh 1%, Shiga toxin inh -5, HCV inh 17% and Pf growth 48h inconclusive.
For Cc1ccccc1-n1nnc2c(=O)oc3ccccc3c21 the results were Pf growth 96h 16%, Cycloheximide cs 0, Giardia FBPA inh inconclusive, Shiga toxin inh -1, HCV inh 35µM* and Pf growth 48h 15%.
Screening N#Cc1nc(N2CCCCC2)nc(N2CCOCC2)n1 returned Pf growth 96h -5%, Cycloheximide cs -2, Giardia FBPA inh 0%, Shiga toxin inh -11, HCV inh inconclusive and Pf growth 48h inconclusive.

5 entries already listed, arranged by molar mass, low to high:
`COC(=O)c1ccc(-c2n[nH]c(=O)c3ccccc23)cc1` gave Pf growth 96h inconclusive, Cycloheximide cs -2, Giardia FBPA inh 6%, Shiga toxin inh -7, HCV inh 2% and Pf growth 48h 9%.
Cc1cc(C(=O)Nc2cc(Br)ccc2O)on1 was read as Pf growth 96h 6%, Cycloheximide cs 4, Giardia FBPA inh -10%, Shiga toxin inh 6, HCV inh -5% and Pf growth 48h 5.2µM*.
For O=C(COC(=O)CCSc1ccc(Cl)cc1)NCCc1ccccc1 the results were Pf growth 96h -3%, Cycloheximide cs -2, Giardia FBPA inh 1%, Shiga toxin inh -9, HCV inh 24% and Pf growth 48h 4%.
Screening COc1ccc2nc(N3C(=O)C(O)=C(C(=O)c4ccco4)C3c3ccccc3OC)sc2c1 (stereo not drawn) returned Pf growth 96h inconclusive, Cycloheximide cs -11, Shiga toxin inh -2, HCV inh 2% and Pf growth 48h -1%.
`COC(=O)C1=C(c2cccc(OCc3ccccc3)c2)C[C@@H]2CC[C@H]1N2C(=O)NCCOc1ccccc1Cl` gave Pf growth 96h inconclusive, HCV inh inconclusive and Pf growth 48h 13µM*.

More records:
`C/C(=C\CNc1ncnc2c1ncn2[C@@H]1O[C@H](CO)[C@@H](O)[C@H]1O)CO` gave Cycloheximide cs 6, Giardia FBPA inh 0% and Shiga toxin inh 16.
For CCOC(=O)c1c(C)[nH]c(C)c1C(=O)COc1ncnc2cc([N+](=O)[O-])ccc12 the results were Pf growth 96h -64%, Cycloheximide cs -3, Giardia FBPA inh -6%, Shiga toxin inh 3, HCV inh inconclusive and Pf growth 48h inconclusive.
O=S(=O)(c1cccc2nonc12)N1CCCCC1 was read as Pf growth 96h -1%, Cycloheximide cs -5, Shiga toxin inh -39, HCV inh 17% and Pf growth 48h 2%.
`O=C(O)CSc1nnc(-c2ccc(Cl)cc2Cl)n1-c1ccc(Cl)cc1` gave Pf growth 96h 0%, Cycloheximide cs 1, Giardia FBPA inh 17%, HCV inh 8% and Pf growth 48h 27%.
`Cc1cc(C(=O)N/N=C/c2ccc(-c3cccc(Br)c3)o2)n[nH]1` gave Pf growth 96h -2%, Cycloheximide cs -2, Giardia FBPA inh 0%, Shiga toxin inh -9, HCV inh 0% and Pf growth 48h inconclusive.
For O=[N+]([O-])c1ccc(N2CCN(c3nc(-c4ccc(Cl)cc4)cs3)CC2)cc1 the results were Pf growth 96h 7%, Cycloheximide cs -2, Giardia FBPA inh -1%, Shiga toxin inh -15 and HCV inh 12%.
Screening COc1ccc(/C=C/C(=O)NC(C)(C)C)cc1S(=O)(=O)N1CCOCC1 returned Pf growth 96h -3%, Cycloheximide cs 0, Giardia FBPA inh 8%, Shiga toxin inh -10, HCV inh 0% and Pf growth 48h 7%.
C=CCNC(=O)C(C)N1C(=O)c2ccccc2C1=O (stereo not drawn) was read as Cycloheximide cs -1, Giardia FBPA inh 7%, Shiga toxin inh -6, HCV inh 15% and Pf growth 48h 21%.
`O=C(NCc1ccccc1)c1ccc(CSc2ccccc2)o1` gave Pf growth 96h 30%[activator][5.75 µM], Cycloheximide cs 8, Giardia FBPA inh -2%, Shiga toxin inh 14, HCV inh -17% and Pf growth 48h -9%.
`CSc1ccccc1OCc1cc(C(=O)NC2CCOC2)no1` (stereo not drawn) gave Pf growth 96h 41%[activator], Cycloheximide cs 49*, Giardia FBPA inh 3%, Shiga toxin inh 49*, HCV inh 7% and Pf growth 48h 7%.
Screening COc1ccc(NS(=O)(=O)c2cccc(C(=O)NNC(=O)NCCCl)c2)cc1 returned Pf growth 96h inconclusive, Cycloheximide cs 1, Giardia FBPA inh -1%, Shiga toxin inh -6, HCV inh -1% and Pf growth 48h 11%.
Screening O=C(O)[C@H]1CCCC[C@H]1C(=O)Nc1ccc(S(=O)(=O)N2CCOCC2)cc1 returned Pf growth 96h inconclusive, Cycloheximide cs -3, Shiga toxin inh -7, HCV inh 23% and Pf growth 48h 3%.
Screening CCn1cc(/C=C(\NC(=O)c2ccccc2OC)C(=O)N2CCN(C)CC2)c2ccccc21 returned Pf growth 96h 29%, Cycloheximide cs -7, Giardia FBPA inh -5%, Shiga toxin inh -11, HCV inh -12% and Pf growth 48h -16%.
Screening CCOC(=O)C1CCN(C(=O)CCC(=O)NCCc2ccc(Cl)cc2)CC1 returned Pf growth 96h inconclusive, Cycloheximide cs -2, Giardia FBPA inh 12%, Shiga toxin inh -1, HCV inh 0% and Pf growth 48h -1%.
CC(/C=N/n1c(-c2ccncc2)n[nH]c1=S)=C\c1ccco1 was read as Pf growth 96h 4%, Cycloheximide cs -2, Giardia FBPA inh -8%, Shiga toxin inh -4, HCV inh -26% and Pf growth 48h 75%[activator].
